Compound activity: PubChem BioAssay, Sanford-Burnham Center for Chemical Genomics
UBC13 polyUb – human UBC13 polyubiquitination inhibition. inhibition, % at 20 µM. UBC13 polyubiquitin chain formation, TR-FRET. hit rate 0.47% among 330,000; in the data active means inhibition above about 45%, passing the limit was not always enough; inconclusive means no clear call, values can overlap the other calls
Target sequence (P61088 whole entry, looked up): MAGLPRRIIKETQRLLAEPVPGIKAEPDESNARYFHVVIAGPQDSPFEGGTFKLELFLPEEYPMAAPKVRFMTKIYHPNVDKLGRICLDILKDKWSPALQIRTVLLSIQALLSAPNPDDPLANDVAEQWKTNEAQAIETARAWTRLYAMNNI
SENP8 inh – inhibitors of human SENP8 protease; purified SENP8, Z-RLRGG-aminoluciferin cleavage, luminescence; hit rate 1.2% among 330,000; inhibition, % at 10 µM; AID 2540
Target sequence (Q96LD8 whole entry, looked up): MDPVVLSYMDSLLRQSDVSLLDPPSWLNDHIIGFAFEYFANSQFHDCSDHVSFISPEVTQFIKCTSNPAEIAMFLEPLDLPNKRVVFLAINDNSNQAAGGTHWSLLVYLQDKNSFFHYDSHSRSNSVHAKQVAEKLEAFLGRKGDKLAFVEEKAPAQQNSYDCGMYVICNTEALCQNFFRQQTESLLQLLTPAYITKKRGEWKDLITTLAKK
Apaf-1 inh – human Apaf-1 inhibition; hit rate 0.71% among 330,000; inhibition, % at 20 µM; reconstituted apoptosome caspase-3 activity, DEVD-Rh110 fluorescence; active means inhibition of at least 40% at 20 µM;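 further: plate controls were DMSO wells for no effect and DEVD-CHO caspase inhibitor wells for full effect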
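detection = Rh110 fluorescence intensity | test system = biochemical Apaf-1 apoptosome reconstitution | also added = cytochrome c and DEVD-Rh110 substrate | schedule = 30 min plus 50 min, RT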
HKDC1 inhibitor – inhibitors of human hexokinase HKDC1; recombinant HKDC1, G6PDH/diaphorase resazurin coupled fluorescence; inhibition, % at 20 µM; hit rate 0.16% among 340,000; AID 493160;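 active means inhibition above about 35% when tested at 20 µM, limit read from the data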;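 further: plate controls were DMSO wells with enzyme for no effect and DMSO wells lacking enzyme for full effect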
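Test system: recombinant HKDC1 (HK5) hexokinase enzyme, produced in-house / Doses: 20 µM test compound, 1% DMSO / Timing: 90 min, room temperature / Detection: G6PDH/diaphorase-coupled fluorescence, 1 mM NADP, 100 µM resazurin, 525/613 nm / Control set: DMSO wells with and without enzyme mix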
Jurkat NFkB inh – inhibitors of the PMA/ionomycin-induced NF-kB reporter in Jurkat cells; PMA/ionomycin-induced NF-kB luciferase reporter, luminescence; inhibition, % at 4 µM; hit rate 0.53% among 330,000; AID 435003
SENP7 block – blocks the human protease SENP7 | recombinant SENP7, Z-RLRGG-aminoluciferin luminescence, 40 min | inhibition, % at 5 µM | hit rate 1.5% among 330,000;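 active means inhibition above about 50% at the single test dose, limit read from the data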;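 further: plate controls were DMSO with enzyme for no effect and no enzyme buffer wells for full effect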
Target sequence (Q9BQF6 706-1050 limits assumed): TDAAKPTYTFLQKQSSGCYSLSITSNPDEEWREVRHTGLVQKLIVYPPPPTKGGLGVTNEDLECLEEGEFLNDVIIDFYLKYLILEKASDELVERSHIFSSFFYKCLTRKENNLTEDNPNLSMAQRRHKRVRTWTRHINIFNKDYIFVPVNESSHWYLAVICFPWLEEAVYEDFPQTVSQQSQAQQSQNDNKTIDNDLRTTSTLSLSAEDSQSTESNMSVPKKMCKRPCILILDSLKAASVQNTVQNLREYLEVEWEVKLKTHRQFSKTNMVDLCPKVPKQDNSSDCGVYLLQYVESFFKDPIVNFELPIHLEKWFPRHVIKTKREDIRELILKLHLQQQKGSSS
Gli-Sufu antag – blocks Gli-Sufu signaling in a luciferase reporter; hit rate 0.74% among 340,000; AID 588413; Sufu-KO-LIGHT fibroblasts, Gli luciferase reporter luminescence; inhibition, % at 5 µM;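 active means inhibition above about 55%, limit read from the data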;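 further: 0% = DMSO-treated cells and 100% = wells with medium but no cells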
697 NFkB inh – lowers PMA/ionomycin-induced NF-kB signal in 697 B cells. inhibition, % at 4 µM. 697 B-cell NF-kB luciferase reporter, 16 h. hit rate 0.33% among 330,000; in the data active means inhibition above about 35%
* marks the source's active call; other numbers are inactive results; ? = inconclusive; & = joins results of further samples. Unless noted, no stated cut-off is given here; in the data, active means inhibition above about 50%; inactive means the rest. This is a subset; count on the stated rates, not on these rows.

Start of the data: the first 10 entries, to show the layout:
Below each SMILES: UBC13 polyUb, SENP8 inh, Apaf-1 inh, HKDC1 inhibitor, Jurkat NFkB inh, SENP7 block, Gli-Sufu antag, 697 NFkB inh
1	O=C(NCC(c1cccnc1)N1CCN(c2ccccc2)CC1)Oc1ccccc1 (configuration not stated)
→ 5, 9, -19, -6, 10, 3, 0, -2
2	Cc1cccc(-n2c(/C=C/c3ccccn3)nc3ccccc3c2=O)c1
→ -7, -13, -9, -3, -1, 6, 36, 12
3	CCN(CC)S(=O)(=O)c1ccc(NN=C(C#N)C#N)cc1
→ -18, -8, 4, 1, -6, 0, 3, 7
4	COC(=O)OCC12CCC(O1)C1(C)C(=O)OCC21 (configuration not stated)
→ 4, 0, -12, -13, 10, -5, 5, 8
5	CCN(CC)c1ccc(/C=C2/C(=O)NC(=O)N(Cc3ccco3)C2=O)cc1
→ -55, 8, 0, 2, 3, 4, -10, 10
6	O=P(C(Cl)Cl)(N1CCCCC1)N1CCCCC1
→ 0, 2, -7, -1, -14, -5, -1, 17
7	O=[N+]([O-])c1ccc(N2CCNCC2)cc1N1CCCCCC1
→ -54, -4, 12, 2, -3, -1, 11, 11
8	ClCCOCCCl
→ -4, 0, -4, -5, 9, 16, -4, 15
9	O=C1NC(=O)N(Cc2ccccc2)C(=O)/C1=C\C=C\c1ccco1
→ -29, 5, 11, 19, 5, 7, -2, 2
10	COC(=O)C1=C(c2ccc3ccccc3c2)C[C@@H]2CC[C@H]1N2C(=O)N1CCOCC1
→ -4, -15, 14, 1, 2, -4, 7, -22

The whole of this part, previewed entries included:
Below each SMILES: UBC13 polyUb, SENP8 inh, Apaf-1 inh, HKDC1 inhibitor, Jurkat NFkB inh, SENP7 block, Gli-Sufu antag, 697 NFkB inh
1	O=C(NCC(c1cccnc1)N1CCN(c2ccccc2)CC1)Oc1ccccc1 (configuration not stated)
→ 5, 9, -19, -6, 10, 3, 0, -2
2	Cc1cccc(-n2c(/C=C/c3ccccn3)nc3ccccc3c2=O)c1
→ -7, -13, -9, -3, -1, 6, 36, 12
3	CCN(CC)S(=O)(=O)c1ccc(NN=C(C#N)C#N)cc1
→ -18, -8, 4, 1, -6, 0, 3, 7
4	COC(=O)OCC12CCC(O1)C1(C)C(=O)OCC21 (configuration not stated)
→ 4, 0, -12, -13, 10, -5, 5, 8
5	CCN(CC)c1ccc(/C=C2/C(=O)NC(=O)N(Cc3ccco3)C2=O)cc1
→ -55, 8, 0, 2, 3, 4, -10, 10
6	O=P(C(Cl)Cl)(N1CCCCC1)N1CCCCC1
→ 0, 2, -7, -1, -14, -5, -1, 17
7	O=[N+]([O-])c1ccc(N2CCNCC2)cc1N1CCCCCC1
→ -54, -4, 12, 2, -3, -1, 11, 11
8	ClCCOCCCl
→ -4, 0, -4, -5, 9, 16, -4, 15
9	O=C1NC(=O)N(Cc2ccccc2)C(=O)/C1=C\C=C\c1ccco1
→ -29, 5, 11, 19, 5, 7, -2, 2
10	COC(=O)C1=C(c2ccc3ccccc3c2)C[C@@H]2CC[C@H]1N2C(=O)N1CCOCC1
→ -4, -15, 14, 1, 2, -4, 7, -22
11	Cc1cc(OC(=O)N(C)C)nc(-c2ccc(C)c(Cl)c2)n1
→ -2, -13, 7, -5, -14, 6, -4, 22
12	COC(=O)C[C@]1(C(=O)OC)CN(C#N)N(c2ccc(Cl)cc2)C12c1ccccc1-c1ccccc12
→ 0, -2, 22, 87*, 97*, 2, 38, -26
13	Nc1c2c(nc3sc4c(c13)CCCCC4)CCCC2
→ 10, 35, 5, 4, -80, 19, -19, -110
14	CCC1C(c2ccccc2)NC(c2ccccc2)CC1(O)c1ccc(F)cc1 (configuration not stated)
→ -5, -2, 9, -2, 18, 5, 5, 6
15	CCOC(=O)C1CCN(/C=C2/C(=O)NC(=O)N(c3ccc(OCC)cc3)C2=O)CC1
→ 2, -3, -14, 7, 14, 3, -4, 21
16	COc1ccc([C@@H](O)[C@@H](N)c2ccccc2)cc1
→ 0, -2, -18, -4, -5, -6, 8, 10
17	Cc1ccc(-c2cc(C(=O)N3CCC4(CC3)OCCO4)no2)cc1
→ 8, -3, -3, -4, -13, -3, -18, -9
18	Cc1ccsc1C(=O)C1CCCN(Cc2ccc(O)cc2)C1 (configuration not stated)
→ -8, -2, -9, 12, -7, 8, 15, 19
19	CNC(=S)N(C)CCc1cc2c(c(OC)c1C=C1C(=O)NC(=O)NC1=O)OCO2
→ -8, -5, -17, 1, 6, -4, 5, -8
20	COC(=O)C1=C(c2ccc(F)cc2OCc2ccccc2)C[C@@H]2CC[C@H]1N2C(=O)NCc1ccc(OC)c(OC)c1
→ ?, -6, 19, -2, 0, -15, -2, -6
21	C[C@]12CCC(=O)C=C1CCC1C2CC[C@@]2(C)C1CC[C@@]2(O)CC#N (some centres not stated)
→ -4, -7, 8, 5, -11, -14, -14, -35
22	COc1ccc(CCN(C)Cc2ccc(F)cc2F)cc1OC
→ 2, 3, -16, -5, 6, 0, 4, 17
23	O=c1[nH]c(N2CCN(Cc3ccc4c(c3)OCO4)CC2)nc2c1CCC2
→ -4, -12, 0, -7, 5, 9, 0, 18
24	Cc1cccc(-n2c(O)c(C=NCc3cccnc3)c(=O)[nH]c2=O)c1C
→ -8, -4, -2, -1, 4, -6, -11, 1
25	CN1CC=C2C(C#N)=C(N)C(C#N)(C#N)C(c3ccncc3)C2C1 (configuration not stated)
→ -36, -1, -11, -7, -20, -5, 4, -16
26	CC/C=C/CC(=O)N[C@@H](c1ccccc1)[C@@H](O)C(=O)O[C@H]1C[C@@]2(O)[C@@H](OC(=O)c3ccccc3)C3[C@](C)(C(=O)[C@H](OC(C)=O)C(=C1C)C2(C)C)[C@@H](O)C[C@H]1OC[C@@]31OC(C)=O (some centres not stated)
→ 6, -10, 5, 1, 66*, -5, -15, -15
27	CCN1CCN(Cc2ccccc2C)CC1
→ 5, 5, -5, -8, 9, 1, 5, 4
28	CCN(CC)Cc1c[nH]c2ccccc12
→ 0, -9, -12, -9, -4, 9, -19, 7
29	CC(=O)OC1(c2ccccc2)CCN(C)C2CCCCC21 (configuration not stated)
→ 0, 1, -25, -11, 5, 6, 4, -8
30	CCC(CC)NC1CCCCC1OC (configuration not stated)
→ 2, 3, -2, -14, 5, -2, 3, -2
31	CCCN(CC#CCO)CCC
→ -3, 0, 0, -5, -5, -15, -3, 14
32	O=C(CN1CCCCC1)c1ccccc1F
→ 4, -1, -11, -8, -4, -10, -7, 8
33	Cn1c(O)c(/C=N/N2CCCCC2)c(=O)[nH]c1=O
→ -5, 4, -2, -11, 9, 4, -1, -9
34	COC(=O)C1=C(c2ccc(-c3ccccc3)c(F)c2)C[C@@H]2CC[C@H]1N2C(=O)N1CCC(C)CC1
→ 7, 7, 20, 0, 12, 2, 32, -9
35	O=C(O)[C@H]1NC[C@H]2C[C@H]21
→ 5, 0, 13, -5, -9, 8, -16, 10
36	CC[C@H]1CC2CN3CCc4c([nH]c5cc(OC)ccc45)[C@](C(=O)OC)(C2)[C@H]13
→ 1, -5, 15, 7, 8, -11, 6, -23
37	CC(=NCc1cccnc1)c1c(O)n(-c2ccccc2)c(=O)[nH]c1=O
→ -1, -6, -4, -12, -2, -6, -2, 8
38	Cc1oc(-c2cccs2)nc1CSCC(=O)N1CCC2(CC1)OCCO2
→ 9, 9, -2, -5, 10, -1, -9, 13
39	CN1C(=O)C(=Cc2ccccc2OCc2ccc(Cl)cc2)C(=O)N(C)C1=O
→ -3, 44, -2, -5, -21, 64*, -13, -31
40	Nc1cc(N2CCNCC2)c([N+](=O)[O-])cc1Cl
→ 6, -7, -7, -11, 5, -2, -1, 18
41	Cc1nn(Cc2ccc(Cl)cc2Cl)c(Cl)c1C(=O)Nc1ccc(OC(F)F)cc1
→ 15, -9, -6, -11, 3, 1, -5, -2
42	COc1cc(C)c(-c2nc(CN3C[C@@H]4C[C@@H](C3)c3cccc(=O)n3C4)c(C)o2)cc1C
→ 1, -2, 15, 6, 3, -7, 8, -5
43	Oc1ccccc1-[n+]1c(-c2ccccc2)cc(-c2ccccc2)c(O)c1-c1ccccc1
→ -9, 1, 19, 15, -2, 3, -6, -5
44	CCOc1ccc(-c2cc(C)[n+](CCN(CC)CC)c(-c3ccc(OCC)cc3)c2)cc1
→ 26, -2, -9, 0, 73*, -9, 78*, 14
45	CC1=C2[C@@H]3OC(=O)[C@H](C)C3CC[C@@]2(C)C=CC1=O (some centres not stated)
→ -5, -10, 0, 7, -5, -17, 5, -7
46	CC(C(=O)Nc1ccc(Br)cc1C(=O)c1ccccc1)N1CCCCC1 (configuration not stated)
→ -6, 1, 22, -1, -2, -7, 5, -3
47	C[C@]12CCC3C(CC[C@H]4C[C@@H](O)[C@H](O)C[C@]34C)C1CC[C@@H]2O (some centres not stated)
→ -14, -6, -4, 9, 4, -5, 2, -21
48	CN1C(=O)C(Cc2ccc(OCc3ccccc3)cc2)C(=O)N(C)C1=O
→ -25, 1, 13, -2, -36, 4, -2, 6
49	COc1ccc(OP(=O)(Nc2ccccc2)Nc2ccccc2)cc1
→ -11, 4, -4, -8, 1, 8, 2, 19
50	O=C(C(=C1N(Cc2ccc(Cl)nc2)CCN1Cc1ccc(Cl)nc1)[N+](=O)[O-])C(Cl)Cl
→ -2, 2, 4, 2, 15, 5, 9, 10
51	COCCNC(=O)N1[C@H]2CC[C@@H]1C(C(=O)OC)=C(c1ccc(OC)c(OC)c1)C2
→ 18, 0, -1, -3, -6, 0, 11, 23
52	CCN(C(=O)COC(=O)Cc1ccccc1)c1c(N)n(Cc2ccccc2)c(=O)[nH]c1=O
→ 0, -4, 1, -2, -3, 9, -4, 1
53	CC(C)(C)c1cc(OC(=O)Cc2ccccc2)ccc1O
→ 3, 12, 10, 7, 1, -7, 2, 0
54	CCC(=NCc1cccnc1)c1c(O)n(-c2ccc(Cl)cc2)c(=O)[nH]c1=O
→ 0, 4, -6, -4, 0, 3, 0, 11
55	COc1cccc([C@@]2(O)CCCC[C@@H]2CN(C)C)c1
→ -13&6, -4&4, -2&-22, -2, 1&-1, -4&1, -3, 3&19
56	CCCCN1C(=O)NC(=O)/C(=C/c2cnc(SC)nc2)C1=O
→ -9, -4, 2, -5, -1, -2, -6, -38
57	CCn1ccnc1CN1CCCC(C(=O)c2ccc(OC)cc2OC)C1 (configuration not stated)
→ 5, -4, 1, -9, 10, 0, 39, -5
58	CSc1ncc(/C=C2/C(=O)NC(=O)N(c3ccc(C)cc3)C2=O)cn1
→ -3, 6, -4, -8, 0, 7, -8, 5
59	N#CC1=C(N)Oc2c(c(=O)sc3ccccc23)C1c1cccnc1 (configuration not stated)
→ 8, 2, -1, 1, 9, 7, -4, -33
60	c1ccc(CCCN2CCN(CCOC(c3ccccc3)c3ccccc3)CC2)cc1
→ 36, -12, 51*, -4, -10, -12, 9, -31
